BLM inh: Bloom syndrome helicase (human) inhibition; recombinant BLM DNA unwinding, fluorescence dequenching; Potency, µM (titrated, usually from 56.1 µM), for inactives: at the highest dose activity change, negative = inhibition, usual class: inhibitors; AID 2528; 350,000 compounds, 0.2% hits; P54132;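 further: plate controls were vehicle for no effect and no enzyme for full effect; nearly all actives have a fitted effect of over 35% in size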
PGK inhibitor: inhibitors of T. brucei phosphoglycerate kinase; PGK/GAPDH coupled, Kinase-Glo luminescence, 60 min; Potency, µM (doses to about 57.5 µM), without a hit: at the top dose activity change, negative = inhibition, usual class: inhibitors; 380,000 compounds, 0.043% hits; AID 602233; further: on the % scale 0 is the no-effect control and ±100 the full control effect; nearly all actives have a fitted effect of over 60% in size
Target sequence (P07378 whole entry, looked up): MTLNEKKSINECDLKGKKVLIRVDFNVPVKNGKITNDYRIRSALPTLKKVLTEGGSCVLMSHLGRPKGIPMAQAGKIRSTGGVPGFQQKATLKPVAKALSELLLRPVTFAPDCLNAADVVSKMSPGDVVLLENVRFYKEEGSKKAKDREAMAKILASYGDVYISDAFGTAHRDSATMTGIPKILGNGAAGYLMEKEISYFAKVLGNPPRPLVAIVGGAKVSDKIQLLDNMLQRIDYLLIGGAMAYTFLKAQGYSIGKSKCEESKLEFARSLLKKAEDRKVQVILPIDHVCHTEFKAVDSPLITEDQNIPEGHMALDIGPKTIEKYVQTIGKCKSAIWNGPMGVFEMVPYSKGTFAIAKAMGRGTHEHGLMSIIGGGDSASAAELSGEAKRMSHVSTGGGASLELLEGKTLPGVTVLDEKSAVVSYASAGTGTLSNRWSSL
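Luminescent ATP detection (Kinase-Glo Plus) follows a 60-minute room-temperature incubation, with wells lacking PGK as controls. Buffer: 100 mM TEA (pH 7.6), 5 mM MgCl2, 0.01% Tween-20. Coupling enzyme GAPDH (100 nM final) supplies unstable 1,3-BPG in-well.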
HP1b chromo inh: HP1-beta chromodomain-methylated histone interaction inhibition. AlphaScreen HP1-beta / biotin-H3K9me3 peptide binding. Potency, µM (top dose mostly 114 µM), for the others: at the top dose activity change, negative = inhibition, most hits filed as inhibitors. 390,000 compounds, 0.56% hits. P83916; further: nearly all actives have a fitted effect of over 70% in size; inactives centre near 23
Target sequence (P83916 whole entry, looked up): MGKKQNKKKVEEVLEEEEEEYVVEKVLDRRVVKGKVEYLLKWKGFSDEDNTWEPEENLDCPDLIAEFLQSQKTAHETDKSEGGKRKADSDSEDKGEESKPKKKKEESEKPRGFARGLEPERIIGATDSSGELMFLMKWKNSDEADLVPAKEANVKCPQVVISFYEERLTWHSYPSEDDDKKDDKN
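HP1-beta protein (50 nM final) preincubated 30 min at room temperature with biotinylated H3(1-18)K9me3 peptide (50 nM) in PBS pH 7.4, 0.01% Tween-20, then compound added for 30 min. AlphaScreen streptavidin donor/nickel chelate acceptor beads (10 ug/mL final), 30 min dark, luminescence read.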
G9a inh: G9a (human) methyltransferase inhibition. AID 504332. 350,000 compounds, 8.8% hits. Potency, µM (series often up to 102 µM), without a hit: at the top dose activity, negative = inhibition, actives largely listed as inhibitors. G9a H3K9 monomethylation, AlphaScreen, 2 h; further: on the % scale 0 is the no-effect control and ±100 the full control effect; nearly all actives have a fitted effect of over 75% in size
Target sequence (Q96KQ7 913-1193 limits assumed): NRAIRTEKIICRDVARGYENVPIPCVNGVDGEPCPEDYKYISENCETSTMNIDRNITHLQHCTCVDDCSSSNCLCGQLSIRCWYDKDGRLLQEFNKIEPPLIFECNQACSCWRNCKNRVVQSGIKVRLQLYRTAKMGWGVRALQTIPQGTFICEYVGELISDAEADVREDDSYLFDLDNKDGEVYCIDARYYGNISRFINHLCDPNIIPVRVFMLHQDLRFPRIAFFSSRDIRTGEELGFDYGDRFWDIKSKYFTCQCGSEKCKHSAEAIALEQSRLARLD
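Using a bead-based AlphaScreen, monomethylated H3K9 product from 2 h room-temperature reactions (G9a 20 nM, peptide 500 nM, SAM 20 uM) was detected with 0.5 ug/mL rabbit anti-H3K9me1 antibody.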
POLI inh: blocks human DNA polymerase iota activity; Pol iota fluorescent replication assay, 10 min; Potency, µM (titrated, usually from 115 µM), for inactives: top-dose activity, negative = inhibition, usual class: inhibitors; 390,000 compounds, 1% hits
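Pol iota at 10 nM preincubated 15 min with compounds at room temperature; reaction started with fluorescent substrate, 50 nM final. Fluorescence read kinetically at 0 and 10 min; buffer-only wells as negative control.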
BAZ2B inh: blocks human BAZ2B. 360,000 compounds, 4.4% hits. Q9UIF8. AlphaScreen BAZ2B-H3K14Ac peptide displacement. Potency, µM (top dose mostly 114 µM), inactives show at the highest dose activity change, negative = inhibition, most hits filed as inhibitors; further: on the % scale 0 is the no-effect control and ±100 the full control effect; nearly all actives have a fitted effect of over 60% in size
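Protein-peptide AlphaScreen: BAZ2B 50 nM, b-H3K14Ac 50 nM, 1x PBS pH 7.4 + 0.01% Tween-20. Preincubation 30 min RT; cpd 30 min RT (top 110 uM); beads 20 min RT, light-protected.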
Pin1 inh: human Pin1 inhibition; Pin1 FP peptide displacement, HiFluor488, 10 min; Potency, µM (highest dose often 115 µM), inactives show top-dose activity, negative = inhibition, hits mostly inhibitors; 390,000 compounds, 0.009% hits; AID 504891; active means well fitted inhibition curve with a large enough effect in the polarisation, with a control signal flat, not every such curve was filed as active; inconclusive means small, poorly fitted or top-dose-only effect, or effect the other way, or a change in a side signal; inactive means no such curve, though single readings can be large or run the other way; the % refers to the polarisation; further: on the % scale 0 is the no-effect control and ±100 the full control effect
Target sequence (Q13526 whole entry, looked up): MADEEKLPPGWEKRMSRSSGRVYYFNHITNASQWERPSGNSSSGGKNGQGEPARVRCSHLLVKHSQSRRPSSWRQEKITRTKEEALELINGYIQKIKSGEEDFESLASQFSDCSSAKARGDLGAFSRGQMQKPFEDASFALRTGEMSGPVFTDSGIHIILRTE
GLS inhibitor: inhibitors of human glutaminase (GLS) | O94925 | GLS enzymatic activity, qHTS titration | Potency, µM (series often up to 45.5 µM), inactives show top-dose activity change, negative = inhibition, hits mostly inhibitors | 410,000 compounds, 0.21% hits | AID 624170; further: on the % scale 0 is the no-effect control and ±100 the full control effect
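hKGA in 45 mM KH2PO4 (pH 8.2), 0.02% Tween-20 with compound, then 1mM L-Glutamine (stock as added) plus glutamate oxidase/HRP/Amplex red coupling mix. Fluorescence read initially and after 30 min at RT; signal change reflects glutamate formation.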
JMJD2A Tudor inh: inhibitors of human JMJD2A Tudor domain. O75164. AlphaScreen JMJD2A-Tudor / H3K4me3 peptide binding. Potency, µM (titrated, usually from 114 µM), inactives show at the highest dose activity change, negative = inhibition, hits mostly inhibitors. 390,000 compounds, 4.4% hits. AID 504339; further: on the % scale 0 is the no-effect control and ±100 the full control effect; nearly all actives have a fitted effect of over 50% in size
* hit, by the source's call; i = inactive; ? = inconclusive; · = no result given; [ ] = another dose, or the depositor's remark. Unless noted, the call rests on the fitted dose curve; in most records, active means well fitted curve in the direction sought with a large enough effect; inconclusive means small, poorly fitted or top-dose-only effect, or another doubt; inactive means no such curve, though single readings can be large; an effect the other way counts as inactive or inconclusive. Potency means the concentration at half of the fitted maximal effect. Some of the compounds tested; count on the stated rates, not on these rows.

SMILES | BLM inh | PGK inhibitor | HP1b chromo inh | G9a inh | POLI inh | BAZ2B inh | Pin1 inh | GLS inhibitor | JMJD2A Tudor inh
COc1ccc(/C=N\NS(=O)(=O)c2ccc(Br)cc2)cc1COc1ccccc1[N+](=O)[O-] | -3% | i | 37% | ? | -6% | 1% | 1% | -6% | 2%
O=C(c1cccc(Br)c1)N1CCCc2ccccc21 | -1% | -6% | 80%[activator] | · | 0% | -5% | 0% | 1% | -1%
CCCCOC(=O)c1ccc(Nc2nc3ccc(C)cc3n3cnnc23)cc1 | -2% | 8% | 35% | 2%[59 µM] | 1% | 0% | -1% | -6% | -4%
O=C(Nc1cnccn1)c1ccc(F)cc1Cl | -3% | 4% | 36% | ? | -23% | -4% | 0% | 4% | -11%
Cc1cccc2cc3c(NC(=O)C(C)(C)C)nn(CC(C)C)c3nc12 | -16% | i | 201%[activator][57 µM] | 371%[activator] | 26% | 138%[activator] | -7% | 8% | 228%[activator]
O=C(O)/C(=C\c1ccc(Cl)c([N+](=O)[O-])c1)c1ccc(S(=O)(=O)N2CCCCC2)s1 | -19% | -2% | -2% | 45µM* | ? | ? | -10% | -24% | ?
O=C(c1ccccc1O)N1N=C(c2ccccc2)CC1(O)C(F)(F)F (stereo unspecified) | -4% | -5% | 42%[activator] | 1% | 0% | -3% | -5% | 3% | -14%
O=C(Nc1cc(Cl)ccc1Cl)c1ccc(-c2ccccc2)cc1 | -4% | -1% | 28% | 10%[59 µM] | 7% | -4% | -9% | 2% | -11%
Cc1cc(C(=O)COC(=O)c2cccc(O)c2)c(C)n1C1CC1 | · | -4% | 0% | 21%[12.7 µM] | ? | 2% | 8% | 10% | -7%
CCCCC(CC(O)COCC(C)C)C(=O)NNC(=S)Nc1ccccc1 (stereo unspecified) | 4% | -7% | 27% | 8.9µM* | -17% | 0% | -11% | 12% | 1%
Cc1cc(OCC(O)CN2CCCC2)cc(C)c1Cl (stereo unspecified) | -4% | -3% | 18% | 13% | -4% | -6% | 0% | 19% | -3%
CCCCN(C)CCNC(=O)c1cc2c(=O)[nH]c3ccccc3c2n1C | 82%[activator] | i | 14% | -8% | 136%[activator] | -6% | 2% | -16% | -1%
COc1cccc(CNc2sc3c(c2C(=O)Nc2ccc(OC)cc2OC)CCC3)c1 | -3% | -2% | ? | 13µM* | 14% | -18% | -4% | 1% | ?
COc1cccc(C=Nc2cccc3c(=O)[nH][nH]c(=O)c23)c1O | -7% | 0% | 20% | 3% | 8% | -1% | ? | 4% | -6%
COCCNC(=S)N/N=C/c1ccc(-c2ccc([N+](=O)[O-])cc2)o1 | -2% | -8% | 13% | -6% | 10% | -4% | ? | -3% | -11%
O=C(/C=C/c1cccs1)Nc1ccc(Br)cn1 | 5% | 8% | 13% | 5%[59 µM] | 17% | -2% | 1% | 14% | -11%
CN1CCN(CC(=O)N2c3ccccc3C(C)(c3ccccc3)CC2(C)C)CC1 (stereo unspecified) | 4% | -7% | 25% | 12%[12.7 µM] | 16% | 3% | 2% | 6% | -24%
CCCCCC(=O)N=Nc1c(O)[nH]c2ccc([N+](=O)[O-])cc12 | -18% | -8% | 3% | 16%[59 µM] | 46%[activator] | ? | 0% | -7% | ?
CNS(=O)(=O)c1cccc(C(=O)OC2CCOC2=O)c1 (stereo unspecified) | -1% | -5% | 6% | -7% | 115%[activator] | -13% | -7% | 5% | -11%
CCC1(c2ccc(C)cc2)NC(=O)N(C(C)C(=O)Nc2ccc(N3CCOCC3)cc2)C1=O (stereo unspecified) | · | i | 14% | 13%[12.7 µM] | 7% | -31% | -9% | 21% | -25%
Cc1nn(CCC(=O)NNC(=S)Nc2cccc(Cl)c2)c(C)c1[N+](=O)[O-] | -14% | -1% | -12% | 8.9µM* | 10% | -2% | -6% | 30% | -13%
COc1ccc(Cc2nnc(SC(C)C(=O)Nc3ccc(C(N)=O)cc3)o2)cc1 (stereo unspecified) | · | -9% | 31% | ? | 10% | -4% | 1% | 0% | 1%
NC(=O)CN1C(=O)C(O)(CC(=O)c2ccccc2O)c2ccccc21 (stereo unspecified) | -3% | -10% | 47%[activator] | -2%[59 µM] | 11% | -4% | -9% | 1% | -7%
Cc1cccc(Nc2cc(=O)[nH]c(=O)[nH]2)c1C | 1% | 4% | 38% | 16%[59 µM] | 15% | 1% | 1% | 16% | -1%
COc1ccc(C)cc1NC(=O)CN1CCN(c2ccccn2)CC1 | -6% | -6% | -8% | 6% | 13% | -14% | 1% | 68%[activator] | ?
Cc1ccc(C)c(Nc2nc(NCc3ccco3)nc3nccnc23)c1 | · | · | 67%[activator] | · | 36%[activator] | · | 10% | · | -14%
CN(C(=O)CSc1nc2cc(C(=O)O)ccc2c(=O)n1Cc1ccccc1)C1CCS(=O)(=O)C1 (stereo unspecified) | -5% | 2% | 19% | 50µM* | 3% | -5% | ? | 1% | -16%
Cc1nc(N2CCCC2)c2c(C(=O)N3CCN(c4cccc(C)c4C)CC3)c(C)oc2n1 | 2% | -3% | 0% | -31%[59 µM] | 35%[activator] | -1%[57.1 µM] | -3% | -5% | -28%
COc1ccc(NC(=O)COc2nc(N(C)C)nc(N(C)C)n2)cc1 | -1% | -3% | 50% | -3%[12.7 µM] | 3% | 9% | 7% | -1% | -5%
Cc1nc2nc(NCc3ccccc3Cl)[nH]n2c(=O)c1Cc1ccccc1 | -5% | -2% | 13% | 2%[59 µM] | -5% | -2% | 12% | -1% | -16%

Single records (already shown). Screens in order: BLM inh	PGK inhibitor	HP1b chromo inh	G9a inh	POLI inh	BAZ2B inh	Pin1 inh	GLS inhibitor	JMJD2A Tudor inh
Cc1nc2nc(NCc3ccccc3Cl)[nH]n2c(=O)c1Cc1ccccc1 across the screens: -5%	-2%	13%	2%[59 µM]	-5%	-2%	12%	-1%	-16%
COc1ccc(NC(=O)COc2nc(N(C)C)nc(N(C)C)n2)cc1 across the screens: -1%	-3%	50%	-3%[12.7 µM]	3%	9%	7%	-1%	-5%
Cc1cccc(Nc2cc(=O)[nH]c(=O)[nH]2)c1C across the screens: 1%	4%	38%	16%[59 µM]	15%	1%	1%	16%	-1%
COc1ccc(C)cc1NC(=O)CN1CCN(c2ccccn2)CC1 across the screens: -6%	-6%	-8%	6%	13%	-14%	1%	68%[activator]	?

(cont.)
SMILES | BLM inh | PGK inhibitor | HP1b chromo inh | G9a inh | POLI inh | BAZ2B inh | Pin1 inh | GLS inhibitor | JMJD2A Tudor inh
CSCc1ccc(C(=O)NC(C)c2ccc(-n3ccnc3)cc2)cc1 (stereo unspecified) | -1% | i | 9% | 10% | -7% | ? | 0% | -2% | -26%
COc1ccc(NC(=O)c2oc3ccccc3c2NC(=O)C2CCCO2)cc1OC (stereo unspecified) | -9% | i | 20% | -20% | 40%[activator] | -27% | 1% | -2% | -23%
CCCCCn1cnc2c(sc3nc4c(cc32)CSC(C)(C)C4)c1=O | -5% | -2% | 20% | 0%[59 µM] | 4% | -4% | 22% | 0% | -8%
O=c1sc(N2CCN(c3ccc(F)cc3)CC2)nc2ccsc12 | -2% | -8% | 60%[activator] | -2% | 36%[activator] | 11% | 3% | 1% | -15%
CCCS(=O)(=O)N1CCC(C(=O)NCCCOC(C)C)CC1 | 4% | i | 35% | 13% | -7% | 1% | -8% | -15% | 3%
O=C(Nc1ccccn1)c1ccco1 | -3% | · | 43%[activator] | 18% | 5% | -1% | -4% | -7% | -8%
Nc1c(-c2ccccc2)cnn1-c1cccc([N+](=O)[O-])c1 | -2% | 5% | -1% | -3% | 7% | -36% | 0% | 8% | -20%
Cc1cc(C)c(NC(=O)CSc2n[nH]c(-c3ccccc3Cl)n2)c(C)c1 | -4% | -3% | 17%[57 µM] | -4%[59 µM] | -9% | 2% | 0% | 1% | -10%
O=C(Nc1ccc(F)c(F)c1)C1CCCN(S(=O)(=O)c2cnc[nH]2)C1 (stereo unspecified) | 1% | -7% | 34% | 14% | -1% | -1% | -3% | -10% | -26%
CC1CN(c2ccc([N+](=O)[O-])c(NCCOc3ccccc3)c2)CCN1 (stereo unspecified) | 5% | i | 1% | ? | 28% | ? | 0% | -1% | ?
CC(=O)C(C(C)=O)C(c1ccccc1)c1nc2ccccc2[nH]c1=O (stereo unspecified) | -2% | -8% | 33% | 10% | 11% | 13% | -3% | 8% | 7%
Cc1ccc(Nc2nc(N)c([N+](=O)[O-])c(N3CCOCC3)n2)cc1 | -5% | i | 2% | -39% | 15% | -27% | 1% | 3% | -7%
O=C(N/N=C/c1ccc([N+](=O)[O-])cc1)c1ccccc1OCc1ccccc1 | -2% | -4% | -11% | · | 11% | -39% | 0% | -2% | -12%
COc1ccc(OC)c(S(=O)(=O)NCC(c2ccc(N(C)C)cc2)N2CCOCC2)c1 (stereo unspecified) | -4% | -1% | 8% | 1%[12.7 µM] | 11% | -19% | 5% | 1% | -23%
COc1cc(OC)c(C(=O)OCC(=O)NCCC2=CCCCC2)cc1OC | · | 10% | 13% | ? | 21% | -6% | -11% | 12% | -4%
COC(=O)Cn1nc(C)c2ccccc2c1=O | 2% | -1% | 54%[activator] | 10%[59 µM] | 6% | -2% | -7% | -9% | -4%
CCCCn1c(=O)c(CCC(=O)OCC(=O)NC(=O)NCCOC)nc2ccccc21 | -5% | 1% | 34% | -11%[12.7 µM] | 3% | 6% | 5% | 0% | -7%
CCn1c(CCNC(=O)c2ccc(OC)c(OC)c2)nc2ccccc21 | -12% | -13% | 2% | -3%[59 µM] | -3% | 2% | 0% | -29% | -15%
CCCN(CC(=O)Nc1ccccc1C)C(=O)c1ccc(OCc2c(C)noc2C)cc1 | · | 6% | 9% | 12% | 23% | -2% | 0% | -4% | -19%
CCSc1cc(C)nc2c(-c3ccccc3)cnn12 | -2% | -4% | 65%[activator] | 50%[activator] | 3% | 37% | 1% | -8% | 16%
Cc1nnc(NS(=O)(=O)c2ccc(Br)cc2)s1 | -1% | i | 34% | · | 29% | 9% | -3% | -9% | -7%
Cc1ccccc1OCC(=O)NS(=O)(=O)c1ccc(Cl)cc1 | -3% | 2% | 15% | 14%[12.7 µM] | -17% | -2% | 4% | 14% | -1%
